PLC-beta3 inh: blocks human PLC-beta3 enzyme activity; 0.18% of 370,000 active; Purified PLC-beta3, fluorogenic substrate, fluorescence; inhibition, % at 12.2 µM; AID 720704; Q01970; in the data active means inhibition above about 11%;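 further: 0% = median of compound wells on plate and 100% = full blocker control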
Rev-erbA mod: modulates human Rev-erb alpha binding to DNA; Rev-erbα–FITC-DNA binding, fluorescence polarization, 90 min; activity, % at 10 µM; 0.79% of 370,000 active;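 active means activity above about 14%, limit read from the data; passing the limit was not always enough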;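 further: 0% = DMSO wells with 35 nM protein and 100% = DMSO wells with 750 nM protein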
hgDAF12 agonist: agonists of H. glycines DAF-12 nuclear receptor; HEK293 GAL4-hgDAF12 UAS-luciferase reporter, agonist luminescence; normalized to butyrate control; 1.8% of 370,000 active; activation, % at 6.8 µM;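 active means activation above a cutoff set at the mean of all screened compounds plus 3 SD, cut at about 10% in these data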;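 further: 0% = DMSO wells and 100% = sodium butyrate wells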
PLCg1 inh: inhibitors of human phospholipase C gamma1; 0.84% of 370,000 active; purified PLC-gamma1, fluorogenic substrate, fluorescence; AID 720700; inhibition, % at 12.2 µM; in the data active means inhibition above about 9.5%
Target sequence (P19174 whole entry, looked up): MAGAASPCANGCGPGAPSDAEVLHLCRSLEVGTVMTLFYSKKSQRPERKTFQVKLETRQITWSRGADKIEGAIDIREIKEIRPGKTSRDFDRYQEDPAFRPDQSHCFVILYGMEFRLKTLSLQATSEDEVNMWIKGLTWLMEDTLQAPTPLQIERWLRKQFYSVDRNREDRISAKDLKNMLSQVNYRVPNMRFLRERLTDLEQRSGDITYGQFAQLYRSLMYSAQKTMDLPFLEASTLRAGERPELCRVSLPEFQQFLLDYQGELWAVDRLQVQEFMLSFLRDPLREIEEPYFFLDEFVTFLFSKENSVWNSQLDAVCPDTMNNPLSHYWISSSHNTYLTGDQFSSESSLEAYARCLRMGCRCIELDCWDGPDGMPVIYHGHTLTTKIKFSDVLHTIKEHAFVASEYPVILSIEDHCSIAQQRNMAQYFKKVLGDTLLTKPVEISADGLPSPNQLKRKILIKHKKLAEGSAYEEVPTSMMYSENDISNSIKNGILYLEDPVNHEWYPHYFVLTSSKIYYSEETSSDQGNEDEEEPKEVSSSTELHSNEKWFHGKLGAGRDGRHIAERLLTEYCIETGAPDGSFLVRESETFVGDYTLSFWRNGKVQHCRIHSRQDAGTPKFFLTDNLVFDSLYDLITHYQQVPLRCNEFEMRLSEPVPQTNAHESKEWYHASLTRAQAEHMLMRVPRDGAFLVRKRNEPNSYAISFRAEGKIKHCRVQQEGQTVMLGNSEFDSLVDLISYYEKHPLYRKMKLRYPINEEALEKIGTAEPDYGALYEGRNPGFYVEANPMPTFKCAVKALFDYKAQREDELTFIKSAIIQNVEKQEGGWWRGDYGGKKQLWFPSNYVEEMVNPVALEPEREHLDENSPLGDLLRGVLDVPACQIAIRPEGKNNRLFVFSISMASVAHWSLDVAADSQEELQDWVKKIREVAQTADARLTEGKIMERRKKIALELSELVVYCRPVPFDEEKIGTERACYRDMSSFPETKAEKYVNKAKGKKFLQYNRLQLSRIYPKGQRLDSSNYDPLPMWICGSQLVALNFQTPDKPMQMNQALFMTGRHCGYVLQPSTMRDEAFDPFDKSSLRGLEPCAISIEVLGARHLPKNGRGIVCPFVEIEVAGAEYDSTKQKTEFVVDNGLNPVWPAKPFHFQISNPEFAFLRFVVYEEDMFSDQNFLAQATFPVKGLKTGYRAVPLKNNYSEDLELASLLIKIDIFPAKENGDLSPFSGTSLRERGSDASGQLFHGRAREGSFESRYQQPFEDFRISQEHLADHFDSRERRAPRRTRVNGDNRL
DAX1 inh-1: inhibitors of human orphan nuclear receptor DAX1 (NR0B1); HEK293 Gal4-DAX1 luciferase reporter, luminescence; inhibition, % at 6.75 µM; 0.99% of 340,000 active; AID 504766;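 active means inhibition above the mean over all tested compounds plus 3 SD, cut at about 4.2% in these data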;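 further: 0% = DAX1-transfected cells with DMSO and 100% = empty-vector control cells with DMSO; inhibition shows as a rise in luminescence from relieved DAX1 repression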
SMARCA2 act: activators of SMARCA2 function | activation, % at 9.1 µM | MG213 cells, MMTV-luciferase reporter, dexamethasone, overnight | 1% of 370,000 active; in the data active means activation above about 7.8%;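 further: 0% = vehicle wells and 100% = reference activator wells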
MBD2 inh: blocks human MBD2 binding to methylated DNA; TR-FRET, MBD2 binding to methylated oligonucleotide; Q9UBB5; 0.31% of 370,000 active; inhibition, % at 4.4 µM; in the data active means inhibition above about 13%
hcDAF-12 act: activators of H. contortus DAF-12 nuclear receptor; HEK293 hcDAF-12 lit1-tk-luc reporter, luminescence; 0% DMSO, 100% Δ7-dafachronic acid; activation, % at 6.8 µM; 1.4% of 370,000 active;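 active means activation above the mean of all tested compounds plus 3 SD, cut at about 5.5% in these data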;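 further: 100% = response to 3 µM Δ7-dafachronic acid high control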
DAX1 inh-2: DAX1 (NR0B1) inhibition, primary screen; HEK293T StAR-luciferase reporter, SF-1/DAX-1 repression relief; inhibition, % at 6.8 µM; 1.1% of 370,000 active; AID 652010;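 active means inhibition above the mean over all tested compounds plus 3 SD, cut at about 3.6% in these data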;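 further: 0% = DAX-1 cells with DMSO and 100% = cells lacking DAX-1 with DMSO; higher inhibition means more luminescence from relief of DAX-1 repression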
ADAM17 inh: inhibits human ADAM17. P78536. recombinant ADAM17, EDANS/DABCYL FRET peptide cleavage. inhibition, % at 6.95 µM. 0.83% of 370,000 active. AID 720648;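 active means inhibition above the mean of compounds lying between control limits plus 3 SD, set per campaign, cut at about 8.5% in these data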;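 further: 0% = DMSO-only wells as the low control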
ssDAF-12 act: activators of S. stercoralis DAF-12 nuclear receptor. HEK293 ssDAF-12/GRIP1 lit1-tk-luc reporter, luminescence; % of 3 µM dafachronic acid response. activation, % at 6.8 µM. 1% of 370,000 active;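 active means activation above the mean over all tested compounds plus 3 SD, cut at about 0.9% in these data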;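 further: 0% = DMSO-only wells and 100% = 3 µM delta7-dafachronic acid wells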
Numbers without * were called inactive; i = inactive; . = not tested or not shown. This is a random part of the collection; overall some 7.4% were active at least once.

Order of values: ssDAF-12 act | PLCg1 inh | ADAM17 inh | hcDAF-12 act | MBD2 inh | PLC-beta3 inh | DAX1 inh-2 | SMARCA2 act | DAX1 inh-1 | Rev-erbA mod | hgDAF12 agonist
- CC(C)NC(=O)N1CCN(c2ccncc2S(=O)(=O)N2CCOCC2)CC1
 : -1.2 | 1 | 1 | -0.4 | -1 | -1 | 0.3 | -1 | 0.8 | 2 | -1.8
- O=C(NCc1cccnc1)c1cccc(F)c1
 : -1.7 | -1 | -6 | 0.1 | 5 | 2 | 0.2 | -1 | 0.3 | -2 | 0.4
- CCCCOc1ccc(C(=O)NNC(=O)C2C3C=CC(C3)C2C(=O)O)cc1 (stereo not drawn)
 : -0.6 | -3 | -1 | 0.4 | -1 | -5 | 1.1 | 0 | 0.8 | -7 | -1.5
- N#Cc1c(-c2ccco2)cc(-c2ccccn2)nc1N
 : -1.2 | -337 | i | 2.5 | -8 | -462 | -0.4 | 4 | 0.6 | -6 | 2.4
- Cc1ccc2c(c1)C=CC(C)(C)S2=O (stereo not drawn)
 : -1.1 | 2 | 0 | -0.8 | -1 | 0 | 0.1 | 0 | 0.2 | 0 | -1.3
- Cc1ccc(-c2csc3nnc(SCc4csc(C)n4)n23)cc1
 : -2.1 | 2 | -2 | -1.0 | -4 | 1 | -0.8 | -2 | 0.4 | -2 | -1.9
- CN(C(=O)COC(=O)/C=C/c1ccc(F)cc1)c1c(N)n(Cc2ccccc2)c(=O)[nH]c1=O
 : -0.9 | -2 | -5 | -0.6 | 3 | -4 | 0.6 | -4 | 0.2 | 2 | -1.7
- CCO[C@H]1OC(C(=O)NC2CC2)=C[C@@H](c2csc3ccccc23)[C@@H]1CCCO
 : -1.6 | 3 | -7 | 0.0 | 10 | -1 | -0.1 | -1 | 0.3 | -2 | -1.0
- c1ccc(CSc2nnc3ccc(-c4ccncc4)nn23)nc1
 : -1.3 | -16 | -6 | -0.7 | 2 | -34 | 0.7 | -2 | 0.2 | -1 | 10
- C=CCSc1nnc(NC(=O)CCN2C(=O)C3CC=CCC3C2=O)s1 (stereo not drawn)
 : -0.6 | -5 | 1 | 1.6 | 1 | -13 | -1.4 | 0 | -0.6 | 2 | 0.8
- COc1ccccc1NC(=O)CN1CCN(CC(=O)Nc2ccc3c(c2)OCO3)CC1
 : -1.1 | 1 | -5 | -1.4 | 4 | 1 | -2.1 | -1 | 0.4 | 0 | -0.8
- O=C(CSc1nccc(=O)[nH]1)NC1CCCC1
 : -1.2 | 1 | -4 | 1.1 | -4 | 0 | -0.1 | 1 | -1.4 | -1 | -0.8
- CN(C)c1ccc(C(C[N+](=O)[O-])c2c(N)n(C)c(=O)n(C)c2=O)c(F)c1C#N (stereo not drawn)
 : -0.6 | -32 | -17 | 1.3 | -1 | -44 | -0.8 | -1 | 0.6 | 3 | 2.3
- c1ccc(Cn2cc(-c3cccnc3)cn2)cc1
 : -1.1 | 0 | -5 | 1.4 | 4 | 0 | -0.4 | 4 | 1.8 | 1 | 5.4
- Cc1ccc(NC2CCCN(C(=O)c3ccccc3N3CCOCC3)C2)cc1C (stereo not drawn)
 : -1.1 | 0 | -4 | -2.3 | 2 | -7 | -0.2 | -1 | -0.3 | 0 | 0.2
- Cc1nnc2sc(-c3ccc(NC(=O)CSc4ccc(Cl)cc4)cc3)nn12
 : -1.4 | -4 | -6 | -2.1 | 2 | -4 | -0.6 | -2 | -2.3 | -4 | 1.6
- Cc1cccc2c1-c1sc(C(=O)Nc3ccccc3N3CCN(C)CC3)cc1CO2
 : -2.4 | -55 | -16 | -3.3 | -4 | -78 | -0.5 | -4 | 0.5 | 7 | -1.0
- CC(C)CN(CCNC(=O)CN1C(=O)COc2ccc(S(=O)(=O)N3CCOCC3)cc21)CC(C)C
 : -1.2 | 2 | 1 | 1.1 | 2 | -5 | -0.1 | -4 | 0.9 | -6 | 0.5
- O=[N+]([O-])c1ccc(N2CCN(CCO)CC2)c2ncccc12
 : -0.5 | 3 | -9 | 1.4 | -7 | -5 | -0.2 | -3 | -1.5 | 4 | -0.5
- COc1cccc(NS(=O)(=O)c2ccc(S(=O)(=O)N3CCOCC3)cc2)c1
 : -1.1 | -2 | 0 | -1.3 | -4 | 0 | -0.4 | -2 | 0.1 | -6 | -1.0
- O=C(C1CCN(S(=O)(=O)c2cccc3nsnc23)CC1)N1CCCc2ccccc21
 : -1.5 | 8 | 6 | -1.9 | 1 | 6 | 0.0 | 4 | -0.5 | 2 | -2.4
- C/C(Cl)=C/Cn1c(NCCCn2ccnc2)nc2c1c(=O)[nH]c(=O)n2C
 : -1.1 | -1 | -3 | -0.6 | -5 | 2 | 0.2 | -3 | 0.2 | -1 | -2.0
- CC(C)C(NS(=O)(=O)c1cccc(C(F)(F)F)c1)C(=O)O (stereo not drawn)
 : -0.9 | 2 | -5 | -2.0 | 1 | -5 | -0.1 | -4 | 0.9 | -3 | 0.2
- CCN1C(=O)CC2(C[N+]3(C)CCC2CC3)C1=O (stereo not drawn)
 : -0.6 | 2 | -1 | -0.7 | 2 | 3 | 0.2 | 0 | 0.1 | -2 | 1.9
- COC(=O)c1sc(C(F)(F)F)c(-c2ccccc2)c1S(=O)(=O)N1CCOCC1
 : -1.3 | 2 | -1 | -2.2 | 5 | -6 | 0.1 | -2 | -1.4 | 16 | 1.7
- Cc1c(C(=O)NCCN2C(=O)S/C(=C\c3cccs3)C2=O)cccc1[N+](=O)[O-]
 : -1.2 | 2 | 5 | -1.1 | -4 | 5 | -0.1 | 0 | -1.2 | 2 | 2.1
- COc1ccc(N(CC(=O)NCCSC2CCCCC2)S(C)(=O)=O)c(OC)c1
 : -1.2 | -1 | 3 | -0.5 | -6 | 3 | 0.4 | -3 | -0.1 | -2 | 1.5
- O=C(Nc1cccc(-c2nc3ncccc3o2)c1)c1ccco1
 : -1.2 | -1 | -6 | -3.5 | 2 | -2 | -0.5 | -2 | -1.0 | 1 | -0.3
- COc1ccc(C2CC(c3cccs3)=NN2C(=O)CSc2nc(=O)n3cc(C)ccc3n2)cc1 (stereo not drawn)
 : -1.1 | -3 | 1 | -0.5 | -8 | -9 | -0.6 | -1 | 0.3 | -4 | 5.1
- Cc1ccc2nc(SCC(=O)N3CCCCCC3)nc(=O)n2c1
 : -0.9 | -2 | -6 | 0.1 | -3 | -5 | 1.2 | -2 | -0.3 | -4 | 0.0
- COc1ccccc1N1C(=O)C2C3CC(c4ccccc4)C(C3)C2C1=O (stereo not drawn)
 : -1.3 | -1 | -2 | -3.1 | 1 | 0 | -0.3 | -1 | -0.8 | -1 | 0.6
- COCCN(Cc1cc2cc(C)c(C)cc2nc1Cl)C(=O)N1CCOCC1
 : -0.3 | 1 | -3 | -0.3 | 4 | 3 | 0.6 | -1 | 1.2 | 5 | -2.8
- COc1ccc(/C=N/n2nnnc2N)c(OC)c1
 : -0.6 | 1 | 0 | 1.1 | -5 | -1 | 0.1 | -2 | 1.1 | 1 | 0.8
- Cn1c(=O)c2c(Nc3ccc(F)cc3)cc(=O)n(-c3ccccc3)c2n(C)c1=O
 : -0.8 | 1 | -5 | -2.2 | -6 | -3 | -0.2 | 0 | . | -2 | -2.5
- CC(=O)NS(=O)(=O)c1ccc(NC(=O)CN2C(=O)C3C4C=CC(C4)C3C2=O)cc1 (stereo not drawn)
 : -1.3 | 5 | 4 | -0.7 | 2 | 5 | 0.2 | -4 | -0.6 | -2 | 1.3
- CCOCCCN(C(=O)Cn1nnc2ccccc21)C(C(=O)NCc1ccco1)c1ccncc1 (stereo not drawn)
 : -0.9 | -7 | -3 | 1.5 | 0 | -4 | -0.6 | 2 | 0.2 | 1 | 0.2
- CCN1C(=O)N/C(=C/c2ccc(C)o2)C1=O
 : -1.5 | -27 | -4 | 1.3 | -8 | -29 | -0.7 | 3 | 3.9 | -9 | 0.7
- COc1ccc(S(=O)(=O)NC(C)(C)C)cc1-c1nnc2c3ccccc3c(C)nn12
 : -2.1 | 0 | 0 | -0.6 | 3 | -5 | 0.4 | -1 | -1.4 | 3 | -3.2
- C/C(=N/N1CCN(c2ccccn2)CC1)c1cccc([N+](=O)[O-])c1
 : -1.7 | -5 | -6 | 3.1 | -5 | -3 | 1.1 | -1 | -0.1 | 8 | 3.5
- COc1ccc(CN(C)C(=O)Cc2ccc(OC)c(S(=O)(=O)N3CCOCC3)c2)cc1OC
 : -1.2 | 1 | 2 | -2.3 | -5 | 0 | 0.1 | 5 | 0.6 | -3 | -0.3
- CCCCc1nc(SCC(=O)Nc2ccc(S(N)(=O)=O)cc2)n[nH]1
 : -1.5 | 0 | -2 | -1.6 | 3 | 0 | 1.0 | 0 | 0.5 | 3 | 0.3

Filtered by structure, the entries above containing a COOH group.
Order of values: ssDAF-12 act | PLCg1 inh | ADAM17 inh | hcDAF-12 act | MBD2 inh | PLC-beta3 inh | DAX1 inh-2 | SMARCA2 act | DAX1 inh-1 | Rev-erbA mod | hgDAF12 agonist
- CCCCOc1ccc(C(=O)NNC(=O)C2C3C=CC(C3)C2C(=O)O)cc1 (stereo not drawn)
 : -0.6 | -3 | -1 | 0.4 | -1 | -5 | 1.1 | 0 | 0.8 | -7 | -1.5
- CC(C)C(NS(=O)(=O)c1cccc(C(F)(F)F)c1)C(=O)O (stereo not drawn)
 : -0.9 | 2 | -5 | -2.0 | 1 | -5 | -0.1 | -4 | 0.9 | -3 | 0.2

One compound at a time, from the list above. Order of values: ssDAF-12 act, PLCg1 inh, ADAM17 inh, hcDAF-12 act, MBD2 inh, PLC-beta3 inh, DAX1 inh-2, SMARCA2 act, DAX1 inh-1, Rev-erbA mod, hgDAF12 agonist
CCO[C@H]1OC(C(=O)NC2CC2)=C[C@@H](c2csc3ccccc23)[C@@H]1CCCO in the list: -1.6, 3, -7, 0.0, 10, -1, -0.1, -1, 0.3, -2, -1.0
CC(=O)NS(=O)(=O)c1ccc(NC(=O)CN2C(=O)C3C4C=CC(C4)C3C2=O)cc1 (stereo not drawn) in the list: -1.3, 5, 4, -0.7, 2, 5, 0.2, -4, -0.6, -2, 1.3
COCCN(Cc1cc2cc(C)c(C)cc2nc1Cl)C(=O)N1CCOCC1 in the list: -0.3, 1, -3, -0.3, 4, 3, 0.6, -1, 1.2, 5, -2.8
O=C(NCc1cccnc1)c1cccc(F)c1 in the list: -1.7, -1, -6, 0.1, 5, 2, 0.2, -1, 0.3, -2, 0.4
COc1ccc(/C=N/n2nnnc2N)c(OC)c1 in the list: -0.6, 1, 0, 1.1, -5, -1, 0.1, -2, 1.1, 1, 0.8

Compound activity: PubChem, several laboratories
